Assay outcomes from PubChem BioAssay.
TRPC4 inh = inhibitors of mouse TRPC4 channel. Q9QUQ5. HEK293 TRPC4beta/mu-opioid, DAMGO-evoked Fluo4 calcium flux; hits give low values. B-score at 10 µM. hit rate 0.39% among 300,000;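 active means B-score over 3 SD under the library average, no early fluorescence shift, positive overall ratio signal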
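Assay system – HEK293 line stably carrying TRPC4beta and mu-opioid receptor · Doses – single dose · Detection – Fluo4 calcium-dye fluorescence, kinetic read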
MrgX1 antagonist = blocks BAM8-22 activation of human MrgX1 receptor | MRGX1-HEK293 calcium flux, Fluo-4, BAM8-22 antagonism; hits give low values | B-score at 10 µM | hit rate 1.3% among 310,000;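 active means calcium-response B-score plate-corrected more than 3 library SD below zero, starting fluorescence within 5 deviations, no agonist response on first addition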;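 further: peak minus trough fluorescence over baseline after final BAM8-22 challenge near maximal dose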
ANO1 activ = activators or potentiators of mouse TMEM16A chloride channel; B-score at 10 µM; hit rate 0.3% among 340,000; HEK293 TMEM16A/YFP-H148Q/I152L, iodide quench fluorescence; hits give low values; Q8BHY3; AID 623877;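 active means fluorescence-ratio B-score plate-corrected deviation score at least 3 library SD below zero, with starting fluorescence score within 5 deviations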;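 further: channel opened by trigger with iodide after compound preincubation; score built on the fluorescence ratio of max minus min over baseline; more negative score means more quench and so TMEM16A activation or potentiation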
TRPC4 act = activators of mouse TRPC4 channel. AID 2237. HEK293 TRPC4beta/mu-opioid, Fluo4 calcium fluorescence; hits give high values. hit rate 0.49% among 310,000. B-score at 10 µM. Q9QUQ5;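 active means B-score above 5 SD of library B-scores, and initial fluorescence ratio not above library mean plus 5 SD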;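 further: positive B-score marks a calcium rise read as TRPC4 activation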
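Assay system – TRPC4beta and mu-opioid receptor HEK293 stable cells · Measured by – Fluo4 fluorescence, kinetic · Schedule – dye loading 45 min room temperature, 110 s kinetic read · Read-out – B-scored integrated calcium fluorescence ratio · Controls – buffer and maximal DAMGO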
TRPC4 potent = TRPC4 (mouse) allosteric potentiation; HEK293 TRPC4beta/mu-opioid, DAMGO EC20, Fluo-4 Ca2+ flux; hits give high values; B-score at 10 µM; hit rate 0.42% among 310,000; AID 2227;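 active means B-score of calcium response area above 5 SD of library B-scores, with initial fluorescence ratio within 5 SD of library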;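 further: B-score of integrated fluorescence ratio over time as area under calcium response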
TMEM16A inh = blocks the mouse calcium-activated chloride channel TMEM16A; Q8BHY3; HEK293 TMEM16A/YFP iodide influx fluorescence, ionomycin; normalized B-score (activity score, 25-100; higher = stronger inhibition) at 10 µM; hit rate 1.2% among 310,000; AID 588511;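 active means ratio plate-corrected score three or more library SD toward inhibition, starting fluorescence score within five deviations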;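 further: score derived from kinetic fluorescence span divided by baseline fluorescence per well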
MrgX1 agonist = human MrgX1 receptor agonism, primary screen | Q96LB2 | MrgX1-HEK293 cells, Fluo-4 calcium fluorescence, agonist mode; hits give high values | B-score at 10 µM | hit rate 0.44% among 310,000;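 active means calcium response B-score plate-corrected fluorescence ratio at least 3 library SD, with starting fluorescence B-score inside 5 SD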
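Material: MrgX1-expressing HEK293 cells; input: 15,000 cells per well; doses: test compound given as first of three sequential additions; schedule: overnight plating before 1 h dye loading; technique: Fluo-4 NW calcium-flux fluorescence, kinetic read; evaluation: baseline-normalised fluorescence change ratio, B-scored; control set: plate-wise positive and negative controls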
MrgX1 allo act = human MrgX1 positive allosteric modulation, primary screen; AID 588675; MrgX1-HEK293, Fluo-4 calcium flux, FDSS; hits give high values; B-score at 10 µM; Q96LB2; hit rate 0.63% among 310,000;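 active means plate-corrected calcium response at least 3 library SD above typical, normal starting fluorescence, not activating the receptor alone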;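 further: compound read alongside a low EC10 to EC30 dose of BAM8-22 agonist; peak minus trough fluorescence over baseline measured at the second addition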
TRPC6 inh = inhibitors of mouse TRPC6 channel; Q61143; B-score at 10 µM; hit rate 1.1% among 310,000; HEK293-TRPC6, membrane potential dye, ACh-evoked depolarization; hits give low values;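 active means B-score under library mean minus 3 SD, initial fluorescence not abnormally high, positive integrated signal ratio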;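 further: B-score derived from integrated fluorescence ratio over the kinetic read; more negative B-score means stronger inhibition of depolarization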
Target sequence (Q61143 whole entry, looked up): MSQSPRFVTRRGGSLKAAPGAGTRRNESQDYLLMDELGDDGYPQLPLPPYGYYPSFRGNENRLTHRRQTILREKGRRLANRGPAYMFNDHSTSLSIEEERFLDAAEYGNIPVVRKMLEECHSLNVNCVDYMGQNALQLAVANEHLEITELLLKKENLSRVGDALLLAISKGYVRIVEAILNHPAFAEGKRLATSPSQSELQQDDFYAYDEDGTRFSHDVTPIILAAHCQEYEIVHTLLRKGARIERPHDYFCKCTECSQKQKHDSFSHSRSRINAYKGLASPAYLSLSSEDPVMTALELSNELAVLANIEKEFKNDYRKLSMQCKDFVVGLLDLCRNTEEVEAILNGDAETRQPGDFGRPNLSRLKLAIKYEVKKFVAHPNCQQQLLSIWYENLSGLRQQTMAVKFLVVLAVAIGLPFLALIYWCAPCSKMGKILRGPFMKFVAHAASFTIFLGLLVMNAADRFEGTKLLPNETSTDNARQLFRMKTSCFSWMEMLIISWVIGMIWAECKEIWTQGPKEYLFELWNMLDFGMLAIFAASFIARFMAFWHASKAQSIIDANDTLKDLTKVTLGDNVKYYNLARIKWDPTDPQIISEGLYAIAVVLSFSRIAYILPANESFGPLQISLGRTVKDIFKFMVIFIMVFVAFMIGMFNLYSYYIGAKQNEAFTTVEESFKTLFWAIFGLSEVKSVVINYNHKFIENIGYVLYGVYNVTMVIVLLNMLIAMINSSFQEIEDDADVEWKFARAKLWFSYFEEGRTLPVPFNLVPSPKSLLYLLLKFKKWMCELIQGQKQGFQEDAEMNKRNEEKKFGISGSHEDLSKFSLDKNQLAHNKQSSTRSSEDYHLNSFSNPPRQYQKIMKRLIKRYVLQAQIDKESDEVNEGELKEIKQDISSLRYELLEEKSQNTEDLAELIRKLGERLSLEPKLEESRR
TRPC6 activator = activators of mouse TRPC6 channel; Q61143; HEK293-TRPC6 membrane potential dye fluorescence; hits give high values; B-score at 10 µM; hit rate 0.13% among 310,000; AID 2550;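 active means B-score of the integrated fluorescence ratio above library mean plus 3 SD, and starting fluorescence ratio within library mean plus 5 SD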;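 further: higher score means more depolarization so channel activation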
SKKanGAS inh = blocks kanamycin growth of S. pyogenes SKKanGAS strain; BacTiter-Glo, 6 h; inhibition, % at 7.5 µM; hit rate 1.3% among 300,000;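 active means mean replicate score, as percent of positive control median, at least 50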;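 further: strain carries kanamycin resistance gene driven by streptokinase promoter and grows in 40 µg/ml kanamycin; loss of luminescence reflects streptokinase promoter inhibition or plain growth inhibition; 0% = median of DMSO wells and 100% = positive control at its reference dose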
An asterisk follows results filed as active; i = inactive; / = not tested or not shown.

SMILES	TRPC4 inh	MrgX1 antagonist	ANO1 activ	TRPC4 act	TRPC4 potent	TMEM16A inh	MrgX1 agonist	MrgX1 allo act	TRPC6 inh	TRPC6 activator	SKKanGAS inh
Cc1ccccc1-c1cc2nc(C)c(Cl)c(=O)n2[nH]1	i	i	i	i	i	i	i	i	i	i	11
CC(Sc1n[nH]c(N)n1)C(=O)Nc1ccccc1-c1ccccc1 (stereo unspecified)	/	i	i	i	i	i	i	i	i	i	-8
Cc1ccc(C(=O)N/C(=C\c2ccco2)C(=O)NC2CCS(=O)(=O)C2)cc1 (stereo unspecified)	i	i	i	i	i	i	i	i	i	i	-1
COc1cc(C2/C(=C(\O)c3ccc4c(c3)OCCO4)C(=O)C(=O)N2Cc2ccco2)cc(OC)c1OC (stereo unspecified)	i	i	i	i	i	i	i	i	i	i	/
O=C(O)c1c2c(nc3ccccc13)/C(=C/c1ccccc1[N+](=O)[O-])CCC2	i	i	i	i	i	i	i	i	i	i	5
COCC(=O)Nc1nnc(CCc2ccccc2)s1	i	i	i	i	i	i	i	i	i	i	-3
CN(C)CCSc1nnc2[nH]c3ccccc3c2n1	i	i	i	i	i	i	i	i	i	i	5
CN(C)S(=O)(=O)Oc1cccc(C(=O)Nc2ccc(Cl)c(Cl)c2)c1	i	i	i	i	i	i	i	i	i	i	8
CCn1c(SCC(=O)Nc2nnc(C)s2)nnc1C(C)NC(=O)c1ccccc1 (stereo unspecified)	i	i	i	i	i	i	i	i	i	i	0
O=C(COc1ccc(Br)cc1F)NC1CCN(Cc2ccccc2)CC1	i	i	i	i	i	i	i	i	i	i	-5
CCn1cc(C(=O)N2CCN(c3ccc(OC)cc3)CC2)c2cc(OC)c(OC)cc2c1=O	i	i	i	i	i	i	i	i	i	i	-6
C/C(=N/Oc1nc(C)cc(C)n1)c1ccc(F)cc1	i	i	i	i	i	i	i	i	i	i	-5
Cn1c2[n+](c3ccc(Cl)cc3c1=O)Cc1ccccc1-2	i	i	i	i	i	i	i	i	i	i	0
O=C(CCCOc1ccc(Cl)cc1Cl)N1CCN(c2ccccn2)CC1	i	-5.2*	i	i	i	i	i	i	-9.3*	i	-6
Nc1n[nH]c(-c2ccc(F)cc2)n1	i	i	i	i	i	i	i	i	i	i	11
CCC(C)C(NC(=O)c1ccccc1NC(=O)c1ccco1)C(=O)NNC(=O)c1ccc(OC)cc1 (stereo unspecified)	i	i	i	i	i	i	i	i	i	i	-3
Cc1ccc(NC(=O)c2cc(=O)c3ccccc3o2)cc1	i	i	i	i	i	i	i	i	i	i	7
CCOC(=O)COC(=O)c1ccc(O)cc1	i	i	i	i	i	i	i	i	i	i	-4
O=C(Cn1ccccc1=O)NCc1ccc(F)cc1	i	i	i	i	i	i	i	i	i	i	9
COc1ccc(S(=O)(=O)NC2CCCCCC2)cc1C(N)=O	i	i	i	i	i	i	i	i	i	i	-3
CC(=O)Oc1ccc(N2C(=O)[C@@H]3[C@H](C2=O)[C@H]2c4ccccc4C=NN2[C@@H]3C(C)=O)cc1	i	i	i	i	i	i	i	i	i	i	0
COC(=O)Nc1sc2c(c1C(N)=O)CCC(C)C2 (stereo unspecified)	i	i	i	i	i	i	i	i	i	i	-5
O=C(NCCO)/C(=C\c1cccs1)NC(=O)c1cccs1	i	i	i	i	i	i	i	i	i	i	-6
Oc1ccc(/C=C/c2ccc3cccc(O)c3n2)cc1Br	i	i	i	i	i	i	i	i	i	i	89*
O=C(Nc1ccc([N+](=O)[O-])cc1)N1CCN(C(=O)C2CCCO2)CC1 (stereo unspecified)	i	i	i	i	i	i	i	i	i	i	16
CCOc1ccc(NC(=O)CN(C)c2ccc(S(=O)(=O)N(C(C)C)C(C)C)cn2)cc1OCC	i	i	i	i	i	i	i	i	i	i	3
Cc1nnc(SCC(=O)NCc2ccc(F)cc2)[nH]c1=O	i	i	i	i	i	i	i	i	i	i	2
Cc1cccc2c1OCC/C2=N\NC(=O)COc1ccccc1	i	i	i	i	i	i	i	i	i	i	-7
CC(C)(C)C(=O)[C@H]1[C@H](c2ccccc2)[C@@]2(N=C(c3ccccc3)OC2=O)C2c3ccccc3C=NN21 (stereo partly specified)	i	i	i	i	i	i	i	i	i	i	-4
O=C(NN1CCOCC1)c1ccc(F)cc1	i	i	i	i	i	i	i	i	i	i	-3
CCCS(=O)(=O)N1CCC(C(=O)NCCCN2CCCC2=O)CC1	/	i	i	/	/	i	i	i	/	/	/
O=S(=O)(c1ccc(Oc2ccc(-c3nnco3)cc2)nc1)N1CCC(Cc2ccccc2)CC1	i	i	i	i	i	i	i	i	i	i	5
CCc1ccc(OCC(=O)NNC(=O)Cc2ccc(S(=O)(=O)N3CCOCC3)s2)cc1	i	-6.9*	i	i	i	i	i	i	i	i	-8
CCOc1ccc2nc(SCC(=O)N(C)C)[nH]c2c1	i	i	i	i	i	i	i	i	i	i	-9
CS(=O)(=O)N1CCC(c2noc(-c3ccc(C(F)(F)F)cc3)n2)CC1	i	i	i	i	i	i	i	i	i	i	2
O=C(O)CCC(=O)NNC(=O)c1cccs1	i	i	i	i	i	i	i	i	i	i	-2
O=C(Nc1ccc(N2CCN(c3ccc(O)cc3)CC2)cc1)Oc1ccccc1	i	i	i	i	i	i	i	i	i	i	-1
CC(C)N(O)C(=O)NC(C)(C)C	i	i	i	i	i	i	i	i	i	i	-2
COc1ccc(N(CC(=O)Nc2ccccc2OC)S(=O)(=O)c2ccc(OC)c(OC)c2)cc1	i	i	i	i	i	i	i	i	i	i	1
CC1=C(C(=O)OCC2CCCO2)C(c2ccc(O)cc2)NC(=O)N1 (stereo unspecified)	i	i	i	i	i	i	i	i	i	i	-1
CCC1(C)CC(=O)N(c2ccc(F)c(Cl)c2)C(=O)C1	i	i	i	i	i	i	i	i	i	i	0
COc1ccc(S(=O)(=O)N2CCN(C)CC2)cc1Br	i	i	i	i	i	i	i	i	i	i	6
CC1CCCC(NC(=O)CN2C(=O)c3cccnc3Oc3ccc(Cl)cc32)C1C (stereo unspecified)	i	i	i	i	i	i	i	11*	i	i	9
COc1ccc(-c2noc(CSc3nc4ccccc4c(=O)n3-c3ccc(C)cc3)n2)cc1	i	i	i	i	i	i	i	i	i	i	-8
COc1ccc(/C=N/Nc2c(Cl)cc(Cl)cc2Cl)cc1CN1CCOCC1	i	i	i	i	i	i	i	i	i	i	17

3 compounds picked at random from those above:
SMILES	TRPC4 inh	MrgX1 antagonist	ANO1 activ	TRPC4 act	TRPC4 potent	TMEM16A inh	MrgX1 agonist	MrgX1 allo act	TRPC6 inh	TRPC6 activator	SKKanGAS inh
CC1=C(C(=O)OCC2CCCO2)C(c2ccc(O)cc2)NC(=O)N1 (stereo unspecified)	i	i	i	i	i	i	i	i	i	i	-1
CCOc1ccc2nc(SCC(=O)N(C)C)[nH]c2c1	i	i	i	i	i	i	i	i	i	i	-9
CS(=O)(=O)N1CCC(c2noc(-c3ccc(C(F)(F)F)cc3)n2)CC1	i	i	i	i	i	i	i	i	i	i	2

The listing continues:
SMILES	TRPC4 inh	MrgX1 antagonist	ANO1 activ	TRPC4 act	TRPC4 potent	TMEM16A inh	MrgX1 agonist	MrgX1 allo act	TRPC6 inh	TRPC6 activator	SKKanGAS inh
CC(C)CN(CC(C)C)S(=O)(=O)N1CCC(C(=O)NC2CCCCCCC2)CC1	i	i	i	i	i	i	i	i	i	i	-11
O=C(Nc1ccc(N2CCN(C(=O)c3ccco3)CC2)c(Cl)c1)c1cc2ccccc2o1	i	i	i	i	i	i	i	i	i	i	40
COc1ccc(CN2CCN(Cc3cccc(F)c3)CC2)cc1OC	i	i	i	i	i	i	i	i	i	i	-4
Cc1ncc([N+](=O)[O-])n1CCOC(=O)Nc1ccc([N+](=O)[O-])cc1	i	i	i	i	i	i	i	i	i	i	-14
CC(=O)C1=C(C)NC(SCC(=O)c2ccc(F)cc2)=C(C#N)C1CC(C)C (stereo unspecified)	i	i	i	i	i	i	i	i	i	i	-2
COc1cc(/C=N/NC(=O)CCn2cnc(-c3ccccc3)c2-c2ccccc2)ccc1O	i	i	i	i	i	i	i	i	i	i	7
Cc1ccnc(NC(=O)c2ccccc2NC(=O)c2ccccc2)c1	i	i	i	i	i	i	i	i	i	i	-1
O=[N+]([O-])c1nn(-c2ccc3c(c2)OCCO3)n(O)c1=NCCC1=CCCCC1	i	i	i	i	i	i	i	i	i	i	14
COc1cccc(/C=N/NC(=O)CCc2ccccc2)c1	i	i	i	i	i	i	i	i	i	i	-5
O=C(CN1C(=O)c2ccccc2S1(=O)=O)NCc1c(F)cccc1F	i	i	i	i	i	i	i	i	i	i	-1
Cc1ccccc1C(=O)NC1CCN(CC(=O)Nc2nccs2)CC1	i	i	i	i	i	i	i	i	i	i	6
O=C(Nc1ccc(-c2nc3ccccc3c(=O)o2)cc1)c1ccco1	i	i	i	i	i	i	i	i	i	i	12
CCc1nc(N2CCC(C)CC2)c2oc3ccccc3c2n1	i	i	i	i	i	i	i	i	i	i	20
Cc1ccc(S(=O)(=O)N2CCN(C(=O)c3ccccc3)CC2)cc1	i	i	i	i	i	i	i	i	-12*	15*	-4
O=C1CC(c2ccccc2)CC(O)=C1C=Nc1ccc(O)cc1 (stereo unspecified)	i	i	i	i	i	i	i	i	i	i	-4
COCC(=O)NC1CCN(CC(=O)Nc2ccccc2[N+](=O)[O-])CC1	i	i	i	i	i	i	i	i	i	i	-7
O=c1c2ccccc2nnn1CCN1CCOCC1	i	i	i	i	i	i	i	i	i	i	-1
CSc1cccc(NC(=O)Nc2nc3c(C)cccc3s2)c1	i	i	i	i	i	i	i	i	i	i	3
Cc1ccc(S(=O)(=O)Nc2ccc3c(c2)nc(CN2CCCC2)n3C)cc1	i	i	i	44*	i	i	i	i	i	i	-3
OCCCNC(=S)Nc1ccc(Oc2ccccc2)cc1	i	i	i	i	i	i	i	i	i	i	3
Cc1cc(C)cc(OCC(=O)OCC(=O)N(CC(C)C)c2c(N)n(Cc3ccccc3)c(=O)[nH]c2=O)c1	i	i	i	i	i	i	i	i	i	i	-4
Clc1ccsc1-c1ccc2ccccc2n1	i	i	i	i	i	i	i	i	i	i	20
Cc1cccc(-c2c3c(=O)n(C)c(=O)n(C)c3cn2CCO)c1	i	i	i	i	i	i	i	i	i	i	-6
